GPR151 ag = activators of human GPR151, primary screen, cell-based, PathHunter beta-arrestin, luminescence; PathHunter beta-arrestin GPR151 cells; activation, % at 11.2 µM; 650,000 tested, 1% active; in the data active = activation above about 4.9%;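 also: 0% = median of compound wells and 100% = cells with positive control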
Target sequence (Q8TDV0 whole entry, looked up): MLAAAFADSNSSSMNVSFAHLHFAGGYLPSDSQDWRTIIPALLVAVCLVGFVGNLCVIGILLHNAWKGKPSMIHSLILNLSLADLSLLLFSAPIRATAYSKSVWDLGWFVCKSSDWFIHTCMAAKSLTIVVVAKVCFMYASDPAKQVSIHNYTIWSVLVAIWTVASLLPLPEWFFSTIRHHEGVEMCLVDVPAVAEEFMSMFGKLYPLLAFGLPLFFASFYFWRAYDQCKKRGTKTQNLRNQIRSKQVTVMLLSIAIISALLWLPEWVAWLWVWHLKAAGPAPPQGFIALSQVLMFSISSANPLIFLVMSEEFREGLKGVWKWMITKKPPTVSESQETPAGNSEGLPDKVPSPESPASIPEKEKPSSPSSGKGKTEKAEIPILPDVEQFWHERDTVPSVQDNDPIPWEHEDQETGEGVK
FBW7 act = FBW7 E3 ligase activators, primary screen, biochemical, AlphaScreen, human; F-box/WD repeat-containing protein 7 (Homo sapiens), Q969H0; AlphaScreen FBW7–phospho-cyclin E peptide binding, activator screen; normalized activity (activation), % at 26.1 µM; 650,000 tested, 0.13% active; AID 1259310, 2017; in the data active = normalized activity above about 1.9%;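 also: purified mutant Fbw7 with reduced substrate affinity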
TEAD-YAP block = TEAD-YAP interaction inhibition, primary screen, TEAD-YAP interaction inhibitor project, luminescence, HEK-TIYL cells | TEAD-Gal4/YAP UAS-luciferase luminescence | inhibition, % at 9.12 µM | 640,000 tested, 1.4% active | AID 1259422, 2018; in the data active = inhibition above about 32%;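 also: 0% = median of test compound wells and 100% = reference inhibitor wells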
MITF inh = MITF inhibitors, primary screen, biochemical, AlphaScreen, human; AID 1259374, 2018; inhibition, % at 2.6 µM; 650,000 tested, 0.91% active; Microphthalmia-associated transcription factor (Homo sapiens), O75030; AlphaScreen MITF homodimerization, bead proximity signal; in the data active = inhibition above about 50%;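 also: 0% = vehicle wells with protein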
Target sequence (O75030 whole entry, looked up): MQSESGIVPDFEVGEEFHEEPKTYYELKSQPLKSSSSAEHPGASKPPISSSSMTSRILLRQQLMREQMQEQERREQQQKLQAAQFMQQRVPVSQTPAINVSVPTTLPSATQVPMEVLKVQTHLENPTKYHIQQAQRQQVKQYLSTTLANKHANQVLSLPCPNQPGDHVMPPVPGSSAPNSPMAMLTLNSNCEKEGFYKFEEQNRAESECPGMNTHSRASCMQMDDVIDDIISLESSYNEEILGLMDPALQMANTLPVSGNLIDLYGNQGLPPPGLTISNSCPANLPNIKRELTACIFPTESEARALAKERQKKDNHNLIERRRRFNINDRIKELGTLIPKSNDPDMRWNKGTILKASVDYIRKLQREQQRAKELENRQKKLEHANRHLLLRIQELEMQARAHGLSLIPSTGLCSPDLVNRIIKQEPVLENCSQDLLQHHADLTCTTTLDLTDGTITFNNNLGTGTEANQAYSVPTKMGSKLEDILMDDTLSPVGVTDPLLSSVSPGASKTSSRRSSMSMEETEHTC
* hit, by the source's call; & = joins results of further samples.

Start of the data: the first 3 records as a preview:
Codes: A = GPR151 ag; B = FBW7 act; C = TEAD-YAP block; D = MITF inh
CCOC(=O)Cn1c(-n2ccnc2)nc2c1c(=O)n(C)c(=O)n2C
  A: 0.2; B: 0.6; C: 9; D: 27
CCC(C)(C)n1nnnc1CN1CCN(C2CCCCC2)CC1
  A: -0.7; B: -0.2; C: -9; D: 2
CCN1CCN(c2cc(NCCCO)c([N+](=O)[O-])c3nonc23)CC1
  A: -0.7; B: -0.1; C: 7; D: 8

The listing, from the start:
Codes: A = GPR151 ag; B = FBW7 act; C = TEAD-YAP block; D = MITF inh
CCOC(=O)Cn1c(-n2ccnc2)nc2c1c(=O)n(C)c(=O)n2C
  A: 0.2; B: 0.6; C: 9; D: 27
CCC(C)(C)n1nnnc1CN1CCN(C2CCCCC2)CC1
  A: -0.7; B: -0.2; C: -9; D: 2
CCN1CCN(c2cc(NCCCO)c([N+](=O)[O-])c3nonc23)CC1
  A: -0.7; B: -0.1; C: 7; D: 8
Cc1ccc(-c2c(C#N)c(N)nc3c2CCCCCCCCCC3)cc1
  A: 1.1; B: -0.1; C: 5; D: 10
CCCCCCSc1nc(N)c2c(C)c(C)sc2n1
  A: 0.8; B: 0.0; C: -3; D: 0
Cc1cnc(Nc2ccncc2)cc1Nc1ccccc1C(N)=O
  A: -0.2; B: 0.1; C: -1; D: 1
COc1cc(C)c(Cl)cc1S(=O)(=O)NCC1CCCO1 (configuration not stated)
  A: -2.1; B: -0.2; C: 5; D: 10
CCOc1ccc(C(=O)N/N=C/c2ccccc2)cc1
  A: -1.3; B: 1.0; C: -7; D: 12
COc1ccc(C2CC(c3cc(Cl)ccc3O)=NN2)cc1OC (configuration not stated)
  A: -1.7; B: 0.1; C: -2; D: -4
Cc1cccc(C)c1NS(=O)(=O)c1ccc(CN2C(=O)c3cccnc3C2=O)s1
  A: 2.3; B: -0.2; C: -11; D: 16
CC(Cc1ccc2c(c1)OCO2)CN1CCC(CCC(=O)NC2CC2)CC1 (configuration not stated)
  A: -0.4; B: 0.2; C: -4; D: 3
O=C(CSc1nnc2ncccn12)N1CCCCCC1
  A: -0.6; B: -0.1; C: -5; D: 10
CCOc1cccc2cc(C(=O)Nc3nccs3)c(=Nc3ccc(OC)cc3)oc12
  A: -0.8; B: -0.2; C: 0; D: -16
Cc1ccc(-c2nc(C(N)=O)c3[nH]c(=O)n(C(C)C)c3n2)cc1C
  A: -0.3; B: -0.1; C: -4; D: 1
N#Cc1c(NC(=O)C2CC(=O)N(C3CCCCC3)C2)sc2c1CCCC2 (configuration not stated)
  A: 1.1; B: -0.1; C: -4; D: -4

A portion of the results above:
Codes: A = GPR151 ag; B = FBW7 act; C = TEAD-YAP block; D = MITF inh
CCOC(=O)Cn1c(-n2ccnc2)nc2c1c(=O)n(C)c(=O)n2C
  A: 0.2; B: 0.6; C: 9; D: 27
CCC(C)(C)n1nnnc1CN1CCN(C2CCCCC2)CC1
  A: -0.7; B: -0.2; C: -9; D: 2

(further entries)
Codes: A = GPR151 ag; B = FBW7 act; C = TEAD-YAP block; D = MITF inh
COc1ccc(/C=C2/OC(=O)c3c2cc(C)[nH]c3=S)c(OC)c1
  A: 0.9; B: -0.1; C: 9; D: 2
C/C(=N\Nc1ncc(-c2ccccc2)cn1)c1ccc(Br)cc1
  A: -0.4; B: -1.3; C: -17; D: -2
OCCN(CCO)CC(O)COc1ccc2c(c1)OCO2 (configuration not stated)
  A: -1.1; B: 0.1; C: -2; D: 22
COc1ccc(C2CC(c3ccccc3)=NN2C(=O)CCC(=O)O)c(OC)c1 (configuration not stated)
  A: -0.1; B: -0.1; C: -11; D: -2
Nc1nn(S(=O)(=O)c2ccccc2)cc1-c1ccc([N+](=O)[O-])cc1
  A: -0.8; B: -0.3; C: 10; D: 8
O=C(CN1CCOc2ccccc21)N1CCC2(CC1)OCCO2
  A: -0.1; B: -0.1; C: -17; D: -1
COc1ccc(-c2nn3c(-c4ccncc4)nnc3c3ccccc23)cc1
  A: -0.2; B: 0.0; C: -14; D: -3
COc1cccc(OC)c1C(=O)Oc1ccc2c(=O)c(Oc3ccccc3Br)coc2c1
  A: 0.9; B: 0.2; C: 6; D: 22
CCOC(=O)c1nc(Nc2ccc(OCC)cc2)c2ccccc2n1
  A: 0.8; B: -0.1; C: 2; D: 17
COc1ccc(OC(=O)COc2ccc(Cl)cc2)cc1
  A: -0.7; B: -0.3; C: 0; D: -10
COc1ccc(CN2CCN(C3CCCC3)CC2)cc1OC
  A: -0.6; B: 0.1; C: 9; D: 47
CC(=O)c1c(C)oc2c1c1c(c3ccccc32)OCN(C2CCS(=O)(=O)C2)C1 (configuration not stated)
  A: -1.4; B: -0.2; C: 1; D: -3
CCCN(CC1CC1)C(=O)CCc1nnc(C(OC)c2ccccc2)o1 (configuration not stated)
  A: 0.5; B: 0.2; C: -3; D: 3
CC(C)Oc1ccc(CNC(=O)C2CCCN(c3nnc(N4CCCC4=O)s3)C2)cc1 (configuration not stated)
  A: 0.0; B: -0.2; C: -2; D: -7
COC(=O)c1ccccc1NC(=O)C(=O)NCc1cccnc1
  A: -1.1; B: 0.2; C: 2; D: 1

Codes: A = GPR151 ag; B = FBW7 act; C = TEAD-YAP block; D = MITF inh
Oc1ccccc1/C=N\Nc1ccc2ccccc2n1
  A: 0.9; B: -0.3; C: 29; D: 17
CC(c1ccccc1)n1c(Cn2ncc3ccccc3c2=O)n[nH]c1=S (configuration not stated)
  A: 1.3; B: -0.1; C: 1; D: 11
O=C(O)CCc1nc(-c2ccccc2)c(-c2ccccc2)o1
  A: -1.3&2.1&-0.6&2.0; B: 0.1&0.3&-0.1&-0.1; C: 0&-3&-2; D: 14&5&-32&-6
COc1cc(/C=N/NC(N)=O)cc([N+](=O)[O-])c1O
  A: -0.2; B: -0.2; C: -8; D: 2
CNC(=O)/C(C#N)=C/c1c(Oc2cc(C)ccc2C(C)C)nc2ccccn2c1=O
  A: -5.6; B: -0.1; C: 34*; D: 8
O=C1CSC2=NCN(c3ccc(I)cc3)CN12
  A: 0.4; B: 0.2; C: -7; D: 19
COc1ccccc1CNC1CCCN(c2nc(C)c3cc(F)ccc3n2)CC1 (configuration not stated)
  A: 5.4*; B: 0.3; C: -1; D: 7
CCCNC(=O)C(Cc1ccccc1)N1Cc2ccccc2C1=O (configuration not stated)
  A: 0.0; B: -0.1; C: -7; D: -3
CS(=O)(=O)N1CCN(c2ccccc2NC(=S)NC(=O)c2ccco2)CC1
  A: 1.5; B: 0.0; C: -3; D: -8
Cn1c(=O)c2c(ncn2C)n(C)c1=O
  A: -2.3&0.3&2.7&-0.8; B: 0.8&0.2&0.2&-0.1; C: 21&9&-13; D: 17&17&20&1
CC(C)CN1C(=O)NC(NC(=O)c2ccccc2F)(C(F)(F)F)C1=O (configuration not stated)
  A: 3.2; B: 0.0; C: -1; D: 3
CCOc1ccc(C(=O)Nc2ccc(C(=O)Nc3cccc4ccccc34)cc2)cc1
  A: 1.0; B: 0.1; C: 6; D: 4
Cc1ccc(C(C)C)c(OCC(=O)NNC(=O)c2ccc(F)cc2)c1
  A: 0.7; B: -0.2; C: 13; D: -12
Cc1ccc(C(=O)OCC(=O)N2C(C)CCCC2C)s1 (configuration not stated)
  A: -1.3; B: 0.0; C: 1; D: -19
O=C(CCc1nnc(COc2ccccc2)o1)NCCc1ccco1
  A: 0.4; B: -0.1; C: -14; D: 3

Codes: A = GPR151 ag; B = FBW7 act; C = TEAD-YAP block; D = MITF inh
CC(=O)c1cccc(NC(=O)C2(S(=O)(=O)c3ccc(Cl)cc3)CC2)c1
  A: 0.2; B: -0.1; C: -2; D: 7
O=c1[nH]c(O)c(C=Nc2ccc([N+](=O)[O-])cc2)c(=O)[nH]1
  A: -0.4; B: 0.0; C: 0; D: 5
CCOc1ccc(CCn2c(-c3ccc(Cl)cc3)cn3c4c(=O)n(C)c(=O)n(C)c4nc23)cc1OCC
  A: 0.8; B: -0.1; C: 12; D: -4
Cn1c(Sc2ccc(C(=O)O)cc2[N+](=O)[O-])nnc1-c1ccccc1
  A: -0.5; B: 0.1; C: 2; D: 1
CCCn1nc(C(=O)NNC(=O)c2ccc(Br)s2)ccc1=O
  A: -1.0; B: 0.2; C: 5; D: -4
Cc1ccc(N(C(=O)c2csnn2)C(C(=O)NC2CCCC2)c2cccnc2)c(C)c1 (configuration not stated)
  A: 0.7; B: 0.1; C: 10; D: 13
CN(CCc1ccccn1)C(=O)c1ccc(N2CC3CC(C2)c2cccc(=O)n2C3)c(NC(=O)c2ccc(F)cc2)c1 (configuration not stated)
  A: -0.5; B: -0.1; C: -3; D: 18
CN1CCN(C(c2cccs2)c2nnnn2CCc2ccccc2)CC1 (configuration not stated)
  A: -0.9; B: -0.1; C: -11; D: -5
Cc1ccc(/C(O)=C(/C(=S)NCCN2CCOCC2)[n+]2ccccc2)cc1C
  A: 1.4; B: -0.2; C: -7; D: -1
COC(=O)c1ccccc1NC(=O)c1ccc(N2CC3CC(C2)c2cccc(=O)n2C3)c(NC(=O)c2cccs2)c1 (configuration not stated)
  A: 0.5; B: 0.6; C: 2; D: -5
CC1CCN(CCCN(Cc2cccs2)C(=S)Nc2ccc(Cl)cc2)CC1
  A: -1.1; B: 0.0; C: 4; D: -13
COc1ccc(-c2noc(CNC(=O)c3cccc(OC)c3OC)n2)cc1
  A: -0.1; B: 0.0; C: -11; D: 10
Cc1ccc2c(c1)-c1nc3ccccc3cc1C2=O
  A: -5.8; B: -0.1; C: 5; D: 10
CCOC(=O)c1ccc2c(c1)C(=O)N(c1ccc(OC)cc1)C2=O
  A: 0.2; B: 0.2; C: -5; D: -3
COc1ccc(-c2cc(N)n(S(=O)(=O)c3ccc(F)cc3)n2)cc1
  A: -0.4; B: -0.1; C: -8; D: 2

Codes: A = GPR151 ag; B = FBW7 act; C = TEAD-YAP block; D = MITF inh
CN(Cc1cccnc1)C(=O)c1cc(COc2ccc3ncccc3c2)on1
  A: 0.5; B: 0.0; C: 41*; D: 5
COc1ccccc1CC(=O)Nc1ccc(Br)cc1C(=O)O
  A: 0.7; B: 0.0; C: 0; D: 11
Cn1c(SCC2CCCO2)nnc1-c1cnccn1 (configuration not stated)
  A: 1.1; B: -0.1; C: -3; D: -6
CN1CC[C@@H](Oc2cc(-c3cn[nH]c3)ccc2NC(=O)[C@@H]2COc3ccccc3O2)C1
  A: -0.5; B: -0.2; C: -4; D: 6
COC(=O)c1ccccc1NC(=O)c1cncc(Br)c1
  A: -0.1; B: -0.1; C: 1; D: 5
Cc1ccc2nc(C)c(C(=O)NCc3ccccc3C(F)(F)F)n2c1
  A: 0.3; B: 0.6; C: 8; D: 3
CNc1ccccc1C(=O)OCc1ccc(C(=O)OC)cc1
  A: -6.1; B: 1.2; C: -36; D: 4
CC(C)(C)c1ccc(OCC(=O)O/N=C(\N)c2ccccn2)c(Br)c1
  A: -1.0; B: 0.3; C: -46; D: 14
COc1cccc(S(=O)(=O)Nc2cccnc2)c1
  A: -1.5; B: 0.1; C: -4; D: 8
O=C(CCNC(=O)Cn1cnc2sc3c(c2c1=O)CCCC3)NCc1ccccn1
  A: 1.3; B: -0.2; C: -12; D: 2
O=C(O)CCC(=O)N1CCc2cc(S(=O)(=O)NC3CCCc4ccccc43)ccc21 (configuration not stated)
  A: 0.2; B: 0.1; C: -4; D: -8
CSc1nc(N)c2ncn([C@@H]3O[C@H](COP(=O)(O)OP(=O)(O)O)[C@@H](O)[C@H]3O)c2n1
  A: -0.5&0.5; B: 0.0&-0.1; C: -11; D: 32&18
CS(=O)(=O)N(CC(=O)Nc1ccc(Cl)c(Cl)c1)c1ccc2c(c1)OCO2
  A: -0.2; B: 0.8; C: -1; D: -1
Cc1cc2cc3c(cc2n2c(SCC(=O)NNC(=O)C(C)C)nnc12)OCCO3
  A: 0.2; B: 0.0; C: -14; D: 3
CC(=O)Nc1ccc(S(=O)(=O)NNC(=O)c2ccccc2Br)cc1
  A: 0.2; B: 0.0; C: 4; D: 7

Some values from the results shown:
For MITF inh, CSc1nc(N)c2ncn([C@@H]3O[C@H](COP(=O)(O)OP(=O)(O)O)[C@@H](O)[C@H]3O)c2n1 has 32&18
For GPR151 ag, COC(=O)c1ccccc1NC(=O)c1cncc(Br)c1 has -0.1
For GPR151 ag, COc1cccc(S(=O)(=O)Nc2cccnc2)c1 has -1.5
For FBW7 act, O=C(O)CCC(=O)N1CCc2cc(S(=O)(=O)NC3CCCc4ccccc43)ccc21 (configuration not stated) has 0.1

(next part)
Codes: A = GPR151 ag; B = FBW7 act; C = TEAD-YAP block; D = MITF inh
CC(C)(C)NC(=O)CN(C(=O)Cn1nnc(-c2cccs2)n1)c1ccc(Cl)cc1
  A: 1.8; B: 0.5; C: 12; D: -1
Cc1cccc(COc2cc3oc(=O)c4c(c3cc2Cl)CCCC4)c1
  A: -0.9; B: -0.1; C: 0; D: 1
Cc1cc(C)cc(NC(=O)C2CCC(CNc3c(N4CCCC4)c(=O)c3=O)CC2)c1 (configuration not stated)
  A: 0.9; B: -0.1; C: -6; D: -7
CCOc1ccc(S(=O)(=O)Nc2cc(Cl)c(O)c3ccccc23)cc1
  A: -2.2; B: 0.2; C: -18; D: 1
O=C(CCCn1c(=S)[nH]c2ccsc2c1=O)NCc1ccccc1F
  A: -0.7; B: -0.2; C: 0; D: -4
